Compound activity as filed in PubChem BioAssay.
KOR beta-arrestin-1 = kappa opioid receptor blockers – cell-based, luminescence, uHTS (AID 1778); inhibition, % at 10 µM; hits with a dose series show IC50 in µM; actives 0.091% (n = 290,000); KOR beta-arrestin recruitment, luminescence, antagonist mode; higher % means a stronger effect; further: strong numbers were not always called active
HEK293 NOD2/NF-kB = inhibition of NOD2-driven NF-kB reporter – cell-based, luminescence, uHTS, HEK293 (AID 1566); inhibition, % at 4 µM, or EC50 in µM where a hit was titrated; HEK293 NOD2/NF-kB luciferase reporter, luminescence; higher % means a stronger effect; actives 0.63% (n = 290,000); further: many of its hits are not listed in these tables
AID2073 = inhibitors of Mint1-CaV2.2 protein interaction, biochemical, HTRF (AID 2073) | HTRF protein-protein interaction, Mint1-CaV2.2; higher % means a stronger effect | actives 0.19% (n = 290,000) | inhibition, % at 20 µM; hits with a dose series show IC50 in µM; in the data active means inhibition mostly above about 51%, no sharp cut-off; further: some results filed as inactive read as strong as hits
M17LAP inhibition = P. falciparum M17LAP inhibitors, primary screen, biochemical, fluorogenic H-Leu-NHMec substrate, 1536-well (AID 1619); recombinant M17LAP, H-Leu-NHMec fluorogenic kinetic assay; higher % means a stronger effect; one-dose inhibition, % at 30 µM; IC50 in µM for titrated hits; actives 0.38% (n = 220,000);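 active means compound inhibiting the enzyme by more than half at any dose during confirmatory dose-response retesting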;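 further: plate controls were full reaction with DMSO carrier for no effect and no enzyme background for full effect; strong numbers were not always called active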
GPR55 activation = GPR55 agonists via beta-arrestin recruitment, primary screen, imaging, U2OS cells, beta-arrestin-GFP redistribution (AID 1961) | U2OS GPR55 beta-arrestin-GFP redistribution imaging; higher % means a stronger effect | activation, % at 10 µM; hits with a dose series show EC50 in µM | actives 0.048% (n = 290,000);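 active means activation above 40% with more than 50 cells counted in the well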;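 further: U2OS osteosarcoma cells stably expressing GPR55 and beta-arrestin-GFP; plate controls were DMSO negative control for no effect and LPI positive control for full effect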
NOD1 inhibition = NOD1 signaling inhibitors, primary screen, cell-based, luminescence, uHTS (AID 1578); NOD1-driven NF-kB luciferase reporter cells, luminescence; higher % means a stronger effect; inhibition, % at 4 µM, or EC50 in µM where a hit was titrated; actives 1% (n = 290,000); in the data active means inhibition mostly above about 36%, no sharp cut-off; inactive means mostly below about 34%;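 further: HEK-293T reporter cells stimulated with the NOD1 agonist gamma-tri-DAP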
Dynein cargo inh = dynein cargo transport inhibition. 3617.4 mouse cells, GR-EGFP nuclear translocation imaging; test concentration mostly 20 µM; stimulated with dexamethasone, 1 µM; hits give low values. z-score, hits read low. actives 0.47% (n = 220,000). AID 1381;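 active means plate z-score of nuclear minus cytoplasmic receptor signal below a set negative limit, without overly bright fluorescence or cell loss, cut at about -3.5 in these data, passing the limit was not always enough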;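 further: z-score of nuclear minus cytoplasmic ring GR-EGFP intensity difference per well; some compounds called inactive have numbers as strong as hits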
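medium = tetracycline-free induction medium containing charcoal-stripped FBS | probe or stimulus = dexamethasone, 1.0 µM final | timing = 48 h induction, then 1 h compound, then 30 min agonist, 37 °C | detection = automated 10x imaging of fixed Hoechst-stained cells | read-out basis = nuclear versus cytoplasmic GR-EGFP signal, averaged per well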
KOR beta-arrestin-2 = KOR agonists, beta-arrestin recruitment, primary screen, cell-based, luminescence, uHTS (AID 1777). actives 0.02% (n = 280,000). KOR beta-arrestin recruitment, luminescence; higher % means a stronger effect. activation, % at 10 µM, or EC50 in µM where a hit was titrated; in the data active means activation above about 50%, passing the limit was not always enough; further: a part of the inactive calls stands beside numbers as strong as those of hits
M1AAP inhibition = P. falciparum M1AAP inhibitors, biochemical, fluorogenic H-Leu-NHMec substrate, 1536-well (AID 1445). recombinant M1AAP, H-Leu-NHMec fluorogenic kinetic assay; higher % means a stronger effect. actives 0.42% (n = 220,000). one-dose inhibition, % at 30 µM; IC50 in µM for titrated hits;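 active means primary inhibition above the hit cutoff, then over 50% inhibition at one or more dose response concentrations, cut at about 23% in these data, passing the limit was not always enough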;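 further: plate controls were DMSO full reaction for no effect and no enzyme background for full effect; strong numbers were not always called active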
Dynein cargo inh cytoplasmic EGFP = second read-out of Dynein cargo inh, no call of its own (marks repeat the call); z-score; measured here: cytoplasmic GR-EGFP intensity; hits give high values
Dynein cargo inh nuclear GR-EGFP = second read-out of Dynein cargo inh, no call of its own (marks repeat the call); z-score; measured here: nuclear GR-EGFP intensity;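 lower value marks the stronger effect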
Dynein cargo inh cell count = second read-out of Dynein cargo inh, no call of its own (marks repeat the call); z-score; measured here: cell count per field
Numbers without * were called inactive; nt = no result given; [ ] = remark or other dose. Unless noted, no stated cut-off is given here; in the data, active means inhibition above about 50%; inactive means the rest. These rows are one share of the data. The share of hits here may be higher or lower than overall.

NOD1 inhibition,AID2073,KOR beta-arrestin-2,HEK293 NOD2/NF-kB,M1AAP inhibition,Dynein cargo inh,KOR beta-arrestin-1,M17LAP inhibition,GPR55 activation,Dynein cargo inh cell count,Dynein cargo inh nuclear GR-EGFP,Dynein cargo inh cytoplasmic EGFP,canonical_smiles
-6%,1%,-5.9%,11%,nt,nt,5%,nt,-0.1%,nt,nt,nt,CCOC(=O)c1c(S(=O)(=O)N2CCN(c3ccc(F)cc3)CC2)c(C)n(C)c1C
-15%,-6%,1.4%,-2%,nt,nt,-21%,nt,0.3%,nt,nt,nt,COc1ccc(-n2nc(C(=O)NCC(=O)NCCCN3CCN(C)CC3)c3ccccc3c2=O)cc1OC
-30%,3%,-1.1%,5%,3%,-0.53,8%,-1%,0.5%,0.6,-0.041,-0.25,CS(=O)(=O)N1CCN(c2ncnc3c2cnn3-c2ccccc2)CC1
24%,6%,4.5%,14%,3%,0.91,-37%,-4%,-0.1%,-0.32,0.89,0.099,COc1ccc(OC)c(-c2cc(C(=O)Nc3c(C)nn(Cc4ccccc4Cl)c3C)no2)c1
-34%,10%,1.8%,-21%,nt,nt,3%,nt,-0.1%,nt,nt,nt,Cc1cccc(CC(C)NC(=O)c2cc(COc3ccc(C)c(C)c3)on2)n1 (stereo not drawn)
8%,1%,-6.5%,13%,12%,-0.64,18%,2%,1.2%,0.75,0.071,0.6,c1ccc(CC2CNc3ccccc3CN2)cc1 (stereo not drawn)
-24%,8%,-2.6%,21%,4%,-0.14,15%,-3%,1.3%,0.04,-0.14,-0.29,S=C(Nc1ccccc1)Nc1ccc(Br)cn1
-14%,10%,7.2%,15%,1%,0.29,20%,17%,-0.5%,-0.027,-0.041,-0.31,COc1ccc(CC(=O)Nc2cccc(C(=O)Nc3ccccc3C(=O)O)c2)cc1OC
-8%,3%,-3.0%,2%,nt,nt,-7%,nt,-0.1%,nt,nt,nt,CCN(CCn1cccn1)C(=O)c1ccc(OC2CCN(C(=O)COC)CC2)cc1
-2%,-1%,-1.0%,5%,1%,0.46,-9%,-11%,0.8%,-0.56,0.53,0.023,Cc1ccc(C(=O)N/N=C(\CC(C)C)c2ccccc2)cc1
-26%,16%,nt,13%,-8%,-0.13,-15%[20 µM],10%,0.2%,-0.2,0.29,0.82,Cc1cc(C(=O)N/N=C/c2ccccn2)n[nH]1
32%,8%,5.7%,32%,nt,nt,-23%,nt,-0.1%,nt,nt,nt,COc1ccc(-c2nc3c(c(SCC(=O)N4CCOCC4)n2)Cc2c(CO)cnc(C)c2O3)cc1
28%,8%,2.0%,-17%,8%,nt,-73%,11%,-0.2%,nt,nt,nt,O=C(Nc1ncc2c(n1)-c1ccccc1CC2)c1cccc(Cl)c1
-6%,5%,-2.7%,17%,3%,1.3,32%,-4%,-0.3%,-1,0.68,-0.18,Cc1cc(C(=O)CN2C(=O)C(=O)N(C)C2=O)c(C)n1-c1cccc(S(=O)(=O)N2CCOCC2)c1
6%,-15%,-2.7%,8%,-4%,-0.46,-36%,-10%,-0.2%,0.76,-0.0032,-0.1,CC(C)CCNC(=O)NC(=O)CSc1nnc2ccccn12
11%,0%,-1.5%,2%,1%,0.08,-14%,7%,-0.1%,-0.036,0.84,0.18,CC(=O)NC1C(OCCOc2ccc(Cl)cc2Cl)OC(COC(C)=O)C(OC(C)=O)C1OC(C)=O (stereo not drawn)
-7%,-1%,3.3%,-3%,nt,nt,2%,nt,0.3%,nt,nt,nt,Cc1csc(NC(=O)CSC2=NCCS2)n1
-13%,-23%,-1.7%,21%,0%,-0.099,-6%,5%,0.2%,0.67,0.2,0.7,Cn1c(=O)c2[nH]c(N3CCN(c4cccc(O)c4)CC3)nc2n(C)c1=O
11%,-5%,nt,15%,1%,2.5,-29%,8%,-1.0%,-1.4,1.2,-0.084,CCCn1c(SCC(=O)Nc2nccs2)nnc1-c1cccnc1
4%,2%,6.5%,-22%,10%,-0.085,-14%,15%,-0.2%,0.55,0.24,-0.2,O=c1ccc2c(o1)/C(=C/C=C(Cl)Cl)CCC2
10%,9%,-1.4%,2%,10%,-0.32,-21%,4%,0.0%,-0.42,-0.28,-0.18,O=C(C/C=N/OCc1ccc(F)cc1Cl)c1cnc(-c2ccccc2)s1
-26%,1%,8.2%,-16%,nt,nt,-13%,nt,-0.4%,nt,nt,nt,Cc1cccc(NC(=O)CCn2c(=O)oc3ccccc32)c1
0%,-2%,2.4%,-32%,12%,-0.79,-75%[20 µM],26%,0.2%,1.1,-0.79,-0.25,O=C(N/N=C/c1cnc(N2CCOCC2)s1)c1ccccc1
3%,30%,30%,36%,9%,0.52,-22%,4%,-0.1%,-0.66,0.048,-0.2,COc1ccc(OC)c(NC(=O)c2cc3oc4ccccc4c3cc2O)c1
18%,-6%,-2.2%,22%,-7%,-0.45,11%,7%,0.5%,1.1,-0.32,-0.24,O=C(CN1CCN(c2ccccc2F)CC1)N1N=CCC1c1ccccc1 (stereo not drawn)
-21%,1%,-1.4%,20%,nt,nt,-34%,nt,0.8%,nt,nt,nt,CC1CCCCN1S(=O)(=O)c1ccc2[nH]c(=O)cc(C(=O)NCCCN3CCCCCC3)c2c1 (stereo not drawn)
4%,6%,6.7%,9%,1%,0.52,-18%,-4%,0.1%,0.82,-0.0067,-0.35,Cc1ccccc1NC(=O)Cn1c(=O)n(CC2CCCO2)c(=O)c2ccccc21 (stereo not drawn)
-39%,-3%,1.5%,-6%,-5%,0.44,6%,-8%,0.1%,-0.72,0.43,-0.23,COc1cccc(C(=O)NCCCn2ccnc2)c1
-12%,2%,-0.3%,-10%,nt,nt,-50%,nt,-0.1%,nt,nt,nt,COc1cc2c(cc1OC)CN(CC(=O)Nc1ccccc1C(=O)NCc1ccccc1)CC2
-5%,8%,-0.8%,8%,nt,nt,23%,nt,-0.1%,nt,nt,nt,CSCC(=O)N1CCCC(N2CCN(c3ccc(F)cc3)CC2)C1 (stereo not drawn)

A few values from above:
O=C(N/N=C/c1cnc(N2CCOCC2)s1)c1ccccc1 in HEK293 NOD2/NF-kB = -32%
Cn1c(=O)c2[nH]c(N3CCN(c4cccc(O)c4)CC3)nc2n(C)c1=O in M1AAP inhibition = 0%

Later entries.
NOD1 inhibition,AID2073,KOR beta-arrestin-2,HEK293 NOD2/NF-kB,M1AAP inhibition,Dynein cargo inh,KOR beta-arrestin-1,M17LAP inhibition,GPR55 activation,Dynein cargo inh cell count,Dynein cargo inh nuclear GR-EGFP,Dynein cargo inh cytoplasmic EGFP,canonical_smiles
-7%,-10%,3.0%,-1%,5%,0.4,41%,10%,-0.1%,0.03,0.28,-0.2,COCCCN1C(=O)CS/C1=N\S(=O)(=O)c1ccccc1
38%,2%,5.3%,26%,4%,0.22,21%,3%,0.9%,0.15,0.26,-0.27,COc1ccccc1NS(=O)(=O)c1ccc2oc(SCc3ccc(C#N)cc3)nc2c1
-18%,18%,2.4%,-6%,-2%,-0.38,-67%,-12%,-0.3%,0.83,0.19,-0.26,O=c1cc(-c2ccccc2)[nH]c2cc(Cl)ccc12
2%,14%,-1.8%,8%,18%,0.48,8%,27%,0.1%,0.38,0.68,-0.25,O=C(O)CSc1c(-c2ccccc2)[nH]c2ccccc12
46%,-5%,-2.5%,0%,nt,nt,27%,nt,-0.1%,nt,nt,nt,CNC(=S)N(CCN(C)C)Cc1cc2cc3c(cc2[nH]c1=O)OCO3
-6%,-3%,-0.1%,3%,4%,0.02,2%,5%,0.2%,0.19,-0.014,-0.33,OC(COc1ccc2c(c1)CCC2)CN1CCN(c2cccc(Cl)c2)CC1 (stereo not drawn)
4%,7%,5.0%,-8%,1%,-0.52,13%,1%,-0.2%,0.2,-0.41,-0.25,COCCCNC(=O)c1cc(C)nc2ccc(F)cc12
6%,-1%,2.3%,-4%,18%,-0.88,-32%,-4%,0.3%,0.29,-0.53,0.7,Nc1c(-c2ccc(F)cc2)cnc2ncnn12
-6%,-9%,-0.9%,14%,1%,-0.4,-15%,-2%,-0.2%,0.74,-0.025,-0.2,Cc1ccccc1P(=O)(CO)c1ccccc1C
31%,6%,1.8%,12%,0%,-0.51,-43%,-11%,-0.3%,-0.24,-0.073,-0.33,CC(C)(C)c1nc(NCC2CCCO2)c2nnn(Cc3ccccc3)c2n1 (stereo not drawn)
5%,-5%,1.5%,8%,-1%,-0.11,3%,7%,-0.1%,-0.023,0.8,-0.00099,CCNC(=O)CSc1nnc(C2CC2)n1-c1ccccc1
-14%,-2%,1.1%,-13%,nt,nt,-32%,nt,-0.1%,nt,nt,nt,Cc1ccccc1NC(=O)NCCCN1CCN(C)CC1
37%,8%,-1.8%,-1%,nt,nt,22%,nt,-0.2%,nt,nt,nt,O=[N+]([O-])c1ccccc1S(=O)(=O)N1CCN(c2ccccc2)CC1
-8%,31%,4.7%,-3%,15%,-0.89,21%,-6%,0.0%,0.27,-0.56,-0.018,Cc1cc(C)c([N+](=O)[O-])cc1-c1ccc(/C=N/c2c(-c3ccco3)nc3ccccn23)o1
21%,6%,6.7%,8%,18%,1.3,-17%,7%,-0.1%,-0.063,-0.31,-0.25,O=C(O)COc1ccc(-c2nnn(Cc3ccccc3F)n2)cc1
-22%,7%,-3.6%,11%,nt,nt,7%[20 µM],nt,1.0%,nt,nt,nt,CCC(=O)Nc1nnc(S(=O)(=O)N2CCc3ccccc32)s1

Just Dynein cargo inh cell count and NOD1 inhibition (two entries from above):
| compound | Dynein cargo inh cell count | NOD1 inhibition |
| --- | --- | --- |
| CC(C)(C)c1nc(NCC2CCCO2)c2nnn(Cc3ccccc3)c2n1 (stereo not drawn) | -0.24 | 31% |
| COCCCNC(=O)c1cc(C)nc2ccc(F)cc12 | 0.2 | 4% |
